# hcDAF12 agonist – H. contortus DAF-12 activation, primary screen. AID 652067. activation, % at 6.8 µM. HEK293 hcDAF-12 lit1-tk-luc reporter, luminescence; 0% DMSO, 100% Δ7-dafachronic acid. actives 1.4% (n = 370,000);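 active = activation above the mean of all tested compounds plus 3 SD, cut at about 5.5% in these data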;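 also: 100% = response to 3 µM Δ7-dafachronic acid high control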
# GAA850 FXN act – frataxin GAA850 promoter activation. HEK293 lucGAA850 FXN promoter luciferase reporter, 24 h; percent of 10 µM SAHA response. activation, % at 6 µM. actives 0.56% (n = 360,000). AID 540364;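 active = activation above the average of all compounds screened plus 3 SD, cutoff fixed separately per campaign, cut at about 7.5% in these data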;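 also: 0% = DMSO wells and 100% = 10 µM SAHA wells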
# DAX1 inh-1 – inhibitors of human orphan nuclear receptor DAX1 (NR0B1). HEK293 Gal4-DAX1 luciferase reporter, luminescence. P51843. AID 504766. actives 0.99% (n = 340,000). inhibition, % at 6.75 µM;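 active = inhibition above the mean over all tested compounds plus 3 SD, cut at about 4.2% in these data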;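 also: 0% = DAX1-transfected cells with DMSO and 100% = empty-vector control cells with DMSO; inhibition shows as a rise in luminescence from relieved DAX1 repression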
# Target sequence (P51843 207-470 limits assumed): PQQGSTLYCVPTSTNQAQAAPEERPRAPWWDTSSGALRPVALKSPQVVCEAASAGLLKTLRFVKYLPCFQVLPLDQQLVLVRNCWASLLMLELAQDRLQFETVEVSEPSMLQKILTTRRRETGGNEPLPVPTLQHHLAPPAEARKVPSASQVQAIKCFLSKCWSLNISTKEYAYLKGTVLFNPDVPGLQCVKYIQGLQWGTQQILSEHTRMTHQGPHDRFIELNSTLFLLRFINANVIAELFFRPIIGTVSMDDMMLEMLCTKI
# DAX1 inh-2 – inhibitors of DAX1 repression of SF-1 activated StAR promoter; AID 652010; inhibition, % at 6.8 µM; actives 1.1% (n = 370,000); HEK293T StAR-luciferase reporter, SF-1/DAX-1 repression relief;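 active = inhibition above the mean over all tested compounds plus 3 SD, cut at about 3.6% in these data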;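 also: 0% = DAX-1 cells with DMSO and 100% = cells lacking DAX-1 with DMSO; higher inhibition means more luminescence from relief of DAX-1 repression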
# ADAM17 inh – inhibitors of human ADAM17; recombinant ADAM17, EDANS/DABCYL FRET peptide cleavage; inhibition, % at 6.95 µM; actives 0.83% (n = 370,000); AID 720648;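 active = inhibition above the mean of compounds lying between control limits plus 3 SD, set per campaign, cut at about 8.5% in these data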;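 also: 0% = DMSO-only wells as the low control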
# hgDAF12 agonist – agonists of H. glycines DAF-12 nuclear receptor | activation, % at 6.8 µM | HEK293 GAL4-hgDAF12 UAS-luciferase reporter, agonist luminescence; normalized to butyrate control | actives 1.8% (n = 370,000) | AID 687014;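 active = activation above a cutoff set at the mean of all screened compounds plus 3 SD, cut at about 10% in these data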;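 also: 0% = DMSO wells and 100% = sodium butyrate wells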
# PLC-beta3 inh – inhibitors of human phospholipase C beta3; Q01970; Purified PLC-beta3, fluorogenic substrate, fluorescence; inhibition, % at 12.2 µM; actives 0.18% (n = 370,000); AID 720704; in the data active = inhibition above about 11%;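 also: 0% = median of compound wells on plate and 100% = full blocker control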
# PLCg1 inh – inhibitors of human phospholipase C gamma1 | actives 0.84% (n = 370,000) | purified PLC-gamma1, fluorogenic substrate, fluorescence | P19174 | inhibition, % at 12.2 µM; in the data active = inhibition above about 9.5%
# ADAM10 inh – ADAM10 inhibition, QFRET primary screen; recombinant ADAM10, EDANS/DABCYL FRET peptide cleavage, 3 h; inhibition, % at 7 µM; actives 0.62% (n = 370,000);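 active = inhibition above a per-campaign cutoff equal to the mean of compounds falling between control-based bounds plus 3 SD, cut at about 20% in these data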;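 also: 0% = DMSO wells while the 100% control is not disclosed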
# HGIII-sPLA2 inh – Inhibits HGIII-sPLA2 liposome hydrolysis, primary screen; inhibition, % at 12.2 µM; actives 0.56% (n = 370,000); Q9NZ20; QFRET BODIPY PC-A2 liposome hydrolysis, fluorescence; AID 743126;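 active = inhibition above mean plus 3 SD of compounds lying within the high and low control bounds, cut at about 19% in these data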;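 also: 0% = median of test compound wells and 100% = no enzyme DMSO wells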
# Target sequence (Q9NZ20 whole entry, looked up): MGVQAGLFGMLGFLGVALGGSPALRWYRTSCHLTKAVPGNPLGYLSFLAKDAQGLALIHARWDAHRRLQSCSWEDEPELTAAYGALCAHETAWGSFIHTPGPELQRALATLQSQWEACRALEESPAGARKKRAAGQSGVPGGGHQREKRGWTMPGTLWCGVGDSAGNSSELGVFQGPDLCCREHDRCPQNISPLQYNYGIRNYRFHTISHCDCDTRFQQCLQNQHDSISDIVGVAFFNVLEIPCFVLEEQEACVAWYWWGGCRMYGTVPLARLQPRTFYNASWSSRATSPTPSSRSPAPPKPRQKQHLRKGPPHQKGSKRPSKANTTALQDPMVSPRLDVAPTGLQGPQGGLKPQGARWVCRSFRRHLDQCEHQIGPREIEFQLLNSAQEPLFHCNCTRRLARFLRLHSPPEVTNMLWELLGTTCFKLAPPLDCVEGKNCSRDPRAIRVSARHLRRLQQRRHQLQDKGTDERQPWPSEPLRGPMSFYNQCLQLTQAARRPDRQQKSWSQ
# ssDAF12 agonist – S. stercoralis DAF-12 activation, primary screen; AID 652126; actives 1% (n = 370,000); HEK293 ssDAF-12/GRIP1 lit1-tk-luc reporter, luminescence; % of 3 µM dafachronic acid response; activation, % at 6.8 µM;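 active = activation above the mean over all tested compounds plus 3 SD, cut at about 0.9% in these data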;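 also: 0% = DMSO-only wells and 100% = 3 µM delta7-dafachronic acid wells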
# * hit, by the source's call; i = inactive; x = no result given; & = joins results of further samples; ! = repeats disagree. Rows are unselected; about 6.9% have a hit in one of these screens.
# Fields – hcDAF12 agonist	GAA850 FXN act	DAX1 inh-1	DAX1 inh-2	ADAM17 inh	hgDAF12 agonist	PLC-beta3 inh	PLCg1 inh	ADAM10 inh	HGIII-sPLA2 inh	ssDAF12 agonist
> CCC(=O)c1ccc(OCC(=O)N(Cc2nnc(-c3ccccc3Cl)o2)C2CC2)cc1
    3.0	1.3	-1.4	-3.2	0.4	0.3	-9.1	-1.7	-2.9	-6.2	-1.5
> COc1ccc(C(=O)OCC(=O)c2ccc3[nH]c(=O)[nH]c3c2)c(OC)c1OC
    -2.0	2.0	0.1	1.1	-4.3	-2.5	-12.9	-2.6	-24.6	0.2	-1.6
> CC(C)(c1ccccc1)c1ccc(OCCN2CCCC2)cc1
    1.0	0.7	-0.3	0.0	-1.7	0.9	-8.3	4.1	-3.8	0.0	-0.7
> CNC(=O)c1cc2c(ccc3ccccc32)o1
    7.9*	4.5	0.0	0.1	-64.1	3.9	-8.5	-5.1	-223.7	5.1	-1.0
> C[C@@H]1COC(=O)[C@H](CC(=O)OC(C)(C)C)C/C=C\C[C@H](CC(=O)N(CCO)Cc2ccccc2)C(=O)N1
    -1.7	1.5	0.3	0.0	-1.0	2.0	4.3	1.5	2.6	0.0	-1.4
> CC1CCCN(c2ccc(C(=O)OCn3nnc4ccccc4c3=O)cc2[N+](=O)[O-])C1 (stereo unspecified)
    0.2	1.2	-0.1	-0.4	1.4	0.7	-5.4	1.3	-2.3	7.0	-1.3
> CC1C(=O)Nc2ccc(S(=O)(=O)N3CCN(c4cccc(C(F)(F)F)c4)CC3)cc2NC1=O (stereo unspecified)
    -3.6	-0.8	-1.1	-0.7	-2.9	-2.6	-8.1	0.1	7.2	-1.4	-1.3
> Cc1ccc(Cn2cccc(NC(=O)NCc3ccccc3)c2=O)cc1
    -1.4	-3.3	-1.7	-0.9	-7.9	-2.0	-7.0	-6.6	-17.5	3.7	-1.6
> Cc1cccc(C)c1OC(=O)Cc1ccccc1[N+](=O)[O-]
    -0.4	1.4	1.2	-0.3	-24.2	-2.8	-4.4	1.8	7.7	1.7	-1.0
> CC(C)Nc1ccc(-n2nc3ccccc3[n+]2[O-])cc1
    5.0	1.0	-2.3	2.6	-6.3	7.9	-51.4	-28.1	-8.4	7.9	0.3
> CCCc1nn(C)c(C(=O)Nc2ccc(C)c(C)c2)c1Cl
    2.5	1.4	2.4	1.1	2.0	7.6	-0.3	6.1	-1.9	3.9	-0.4
> O=C1N(CCCO)CCC12CCC(c1ccccc1)CC2 (stereo unspecified)
    -1.6&-0.2	x	x	0.0&0.0	3.5&-1.2	5.6&1.4	-1.7&-0.2	0.6&-4.5	87.8*!	3.0&2.8	-0.5&-0.6
> CC1(C)OC(=O)C2=C(C[C@@H](CCc3ccccc3)O[C@@H]2c2ccc(F)cc2)O1
    -2.0	x	x	-1.8	0.7	2.4	0.5	0.9	-1.6	0.5	-1.5
> Cc1ccc(C)c(NNC(N)=S)c1
    4.5	-0.1	0.7	-0.6	-2.1	-0.6	-3.9	0.2	3.1	8.3	-0.8
> O=C(Cc1cccs1)Nc1ccc(-c2nnc(-c3ccccc3)o2)cc1
    -0.5	0.0	0.6	-0.4	-1.0	3.4	-3.7	-1.9	-1.9	1.6	-1.2
> CCOC(=O)CC(NC(=O)c1ccccc1)c1ccc(OC)cc1 (stereo unspecified)
    -2.2	-0.3	-1.2	-1.4	-1.6	-5.0	0.4	0.8	1.6	-4.6	-1.7
> CN(C)/C=N/NC(=O)C1Cc2c(ccc3ccccc23)O1 (stereo unspecified)
    1.7	1.2	0.7	-0.6	-1.4	0.5	-5.1	-1.6	0.6	-4.0	-1.0
> Cc1cccc(CC2S/C(=N/c3ccccn3)NC2=O)c1 (stereo unspecified)
    -1.4	-0.9	-0.1	-0.2	-2.0	-0.2	-1.5	-1.3	5.1	-14.4	-1.1
> COc1ccc(/C=N/NC(=O)c2c(Br)cnn2C)c2ccccc12
    -2.8	-0.8	-0.9	-0.9	-7.0	-0.5	-15.1	-5.1	-12.3	3.8	-1.0
> CCC1Oc2ccccc2N(CC(=O)NCCCN2CCOCC2)C1=O (stereo unspecified)
    -1.5	-0.1	0.6	-0.1	-0.8	1.8	3.2	-0.9	-4.4	-1.7	-1.5
> COc1ccccc1C(=O)COC(=O)c1cccc(S(=O)(=O)N2CCCC2)c1
    -0.8	0.6	-0.8	-0.3	-0.7	7.3	-8.0	-3.3	-5.7	-2.4	-1.5
> CC(=O)/C(N=Nc1ccc(C(=O)O)cc1)=C(\C)O
    -0.8	2.4	2.2	0.3	2.0	0.4	0.2	6.8	8.2	9.7	-1.0
> Cc1cccc(C)c1OCC(=O)Nc1ncn[nH]1
    -0.4	-2.6	0.6	0.3	-8.9	2.0	-1.2	-4.6	-17.7	-0.6	-1.7
> Cc1cc(N2CCN(c3ccc(F)cc3)CC2)nc(-c2ccccc2)n1
    -1.8	-0.9	-1.3	-1.1	0.2	-2.9	0.8	-1.1	10.7	1.9	-1.2
> COc1ccc(NC(=O)CS(=O)(=O)c2cn(CC(=O)N3CCOCC3)c3ccccc23)cc1OC
    0.2	0.6	-0.7	0.1	-6.4	-0.2	-7.8	-0.5	-10.6	0.3	-0.5
> CN(CC(=O)NC1CCCC1)S(=O)(=O)c1cnc[nH]1
    -0.5	1.2	0.5	1.3	0.3	-1.5	-0.2	4.8	5.2	7.0	-2.1
> CCCC(=O)Nc1cccn(Cc2ccccc2Br)c1=O
    0.0	0.3	0.1	0.2	-3.2	-0.4	-1.4	0.7	-2.5	-2.0	-0.6
> O=C(Nc1ccccc1OC(F)F)c1ccc(S(=O)(=O)N2CCCC2)cc1
    -1.9	-0.9	0.0	-1.5	-1.1	-2.4	-0.9	-0.2	-2.0	-6.4	-1.1
> Nc1nc(Nc2cccc(F)c2)nc(N2CCOCC2)c1[N+](=O)[O-]
    -1.7	4.8	2.3	-0.1	-3.5	-1.0	4.5	1.9	8.8	-0.1	0.3
> Cn1c(SCC(=O)N2CCOCC2)nnc1-c1ccco1
    -1.4	-0.8	0.1	0.1	-1.2	0.2	-4.4	1.2	-4.3	-3.1	-1.0

# Sorted by value in hcDAF12 agonist (largest number first): 4 from the list above.
SMILES | hcDAF12 agonist | DAX1 inh-1 | DAX1 inh-2 | ADAM17 inh | PLC-beta3 inh | PLCg1 inh | ADAM10 inh | HGIII-sPLA2 inh | ssDAF12 agonist
CC(C)(c1ccccc1)c1ccc(OCCN2CCCC2)cc1 | 1.0 | -0.3 | 0.0 | -1.7 | -8.3 | 4.1 | -3.8 | 0.0 | -0.7
O=C(Nc1ccccc1OC(F)F)c1ccc(S(=O)(=O)N2CCCC2)cc1 | -1.9 | 0.0 | -1.5 | -1.1 | -0.9 | -0.2 | -2.0 | -6.4 | -1.1
COc1ccc(C(=O)OCC(=O)c2ccc3[nH]c(=O)[nH]c3c2)c(OC)c1OC | -2.0 | 0.1 | 1.1 | -4.3 | -12.9 | -2.6 | -24.6 | 0.2 | -1.6
COc1ccc(/C=N/NC(=O)c2c(Br)cnn2C)c2ccccc12 | -2.8 | -0.9 | -0.9 | -7.0 | -15.1 | -5.1 | -12.3 | 3.8 | -1.0

# Back to the main list with the 2 entries that preceded the break.
compound | hcDAF12 agonist | GAA850 FXN act | DAX1 inh-1 | DAX1 inh-2 | ADAM17 inh | hgDAF12 agonist | PLC-beta3 inh | PLCg1 inh | ADAM10 inh | HGIII-sPLA2 inh | ssDAF12 agonist
Nc1nc(Nc2cccc(F)c2)nc(N2CCOCC2)c1[N+](=O)[O-] | -1.7 | 4.8 | 2.3 | -0.1 | -3.5 | -1.0 | 4.5 | 1.9 | 8.8 | -0.1 | 0.3
Cn1c(SCC(=O)N2CCOCC2)nnc1-c1ccco1 | -1.4 | -0.8 | 0.1 | 0.1 | -1.2 | 0.2 | -4.4 | 1.2 | -4.3 | -3.1 | -1.0
O=C(c1cccc(S(=O)(=O)Nc2ccccc2Cl)c1)N1CCC1 | -1.4 | -0.4 | -0.5 | 0.1 | -1.4 | 0.3 | -8.2 | -2.6 | -5.2 | 4.7 | -0.6
O=c1cc(CN2CCCC2)c2ccccc2o1 | -0.2 | x | x | -0.3 | -6.6 | -1.8 | -4.5 | 0.2 | -9.4 | 2.6 | -0.5
O=C(CS(=O)CC(=O)Nc1ccc(Cl)cc1)NCC1OCCc2ccccc21 (stereo unspecified) | -0.4 | -1.7 | 0.0 | -0.2 | -2.2 | 1.6 | 0.5 | 0.1 | 2.3 | -1.5 | -1.2
O=C1OC(c2ccccc2)=CC1=Cc1ccccc1O | 3.4 | 1.2 | 1.4 | 0.6 | -4.5 | 0.3 | -22.4 | -13.4 | -6.9 | -7.9 | -0.3
CNCC(C)COc1ccccc1OCc1ccccc1 (stereo unspecified) | -1.1 | 0.8 | 1.0 | -0.1 | -1.4 | 1.0 | 3.4 | -0.3 | -4.7 | -1.2 | -1.3
CCN=C1SC(CC(=O)NCC)C(=O)N1CC (stereo unspecified) | 3.9 | 0.8 | 0.0 | -0.4 | -4.2 | -0.4 | 0.2 | -0.2 | 0.7 | 1.3 | -0.9
Nc1ncnc2c1ncn2CCN1CCCCC1 | -0.5 | 2.1 | -0.3 | 0.2 | -5.3 | -0.8 | 1.8 | 2.4 | -4.0 | 8.0 | -1.2
c1ccc(Cc2cc[n+](Cc3ccccc3)cc2)cc1 | -0.8 | 1.4 | 0.3 | 0.1 | -3.5 | -3.1 | -1.5 | 0.1 | -5.6 | 3.3 | 0.2
CCOc1ccc(C2C3=C(CCCC3=O)N(CC(=O)O)C3=C2C(=O)CCC3)cc1 | -1.3 | 1.2 | 1.2 | 0.0 | -257.8 | -1.5 | -403.7 | -315.1 | i | 2.7 | -0.9
CCOC(=O)CC(=O)CSc1nc(C)cc(-c2cccnc2)c1C#N | -1.1 | -0.2 | -1.1 | -0.8 | -8.9 | -3.4 | -96.9 | -81.0 | -23.5 | 6.3 | -0.8
CCc1[nH]c(C(=O)O)c(C)c1C(=O)OC | 1.1 | 1.1 | 1.4 | 0.5 | -0.9 | -2.0 | -6.8 | 1.5 | 2.1 | -1.2 | -1.2
COc1ccc(-n2nnnc2-c2nc3ccccc3s2)cc1 | 9.2* | -0.9 | 1.3 | 3.6 | -84.0 | 8.6 | -123.6 | -103.6 | -271.0 | 5.4 | 0.4
CCCCc1ccc(NC(=O)N2CCNC(=O)C2CC(=O)Nc2ccsc2C(=O)OC)cc1 (stereo unspecified) | -0.8 | 2.9 | 1.9 | 0.3 | 0.2 | 1.6 | -5.4 | 1.0 | 4.8 | -1.2 | -1.2
CC(=O)Nc1ccc(OCC[n+]2cccc(C(N)=O)c2)cc1 | -0.8 | 1.8 | x | 0.0 | 2.4 | 19.7* | 2.5 | 2.5 | 4.5 | 2.2 | -1.2

# As entered above:
# `O=C(CS(=O)CC(=O)Nc1ccc(Cl)cc1)NCC1OCCc2ccccc21` (stereo unspecified) in DAX1 inh-1 reads 0.0
# `CCOc1ccc(C2C3=C(CCCC3=O)N(CC(=O)O)C3=C2C(=O)CCC3)cc1` in PLCg1 inh reads -315.1
